Apoferritin bind: binds horse apoferritin like a general anesthetic | P02791 | apoferritin/1-aminoanthracene competitive binding, fluorescence | Potency, µM (highest dose often 77.5 µM), for the others: top-dose activity change, negative = displacement, usual class: inhibitors | 0.074% of 350,000 active; also: potency is read from the fitted curve at half-maximal effect; % is scaled to controls: 0 for no effect and ±100 for the full control effect; nearly all actives have a fitted effect of over 20% in size
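Horse-spleen apoferritin (10 uM) in 50% saturated 1-aminoanthracene in PBS was incubated 10 min at room temperature with compound. Fluorescence (ex 380, em 535 nm) was normalized to free and bound 1-AMA, with concentration-response fitted by a four-parameter Hill equation.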
Pol kappa inh: DNA polymerase kappa (human) inhibition; Q9UBT6; purified Pol kappa, fluorescent DNA synthesis assay, 10 min; Potency, µM (series often up to 107 µM), for the others: at the top dose activity, negative = inhibition, actives largely listed as inhibitors; 0.53% of 400,000 active; AID 588579; also: potency is read from the fitted curve at half-maximal effect; % is scaled to controls: 0 for no effect and ±100 for the full control effect
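10 nM Pol kappa preincubated 15 min at room temperature with compounds, then reaction started with substrate at 50 nM final. Fluorescence read kinetically at 0 and 10 min; buffer-only wells served as negative control.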
RXFP1 antagonist: blocks the human relaxin receptor RXFP1. Q9HBX9. HEK293-RXFP1, relaxin-stimulated cAMP HTRF, 30 min; active compounds read low. activity change, negative = inhibition, % at 57.5 µM. 0.59% of 350,000 active;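 active = activity change of -60% or lower, but not beyond a set lower limit; inconclusive = change between -60% and -40%, or beyond the set limit; inactive = change above -40%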; also: % is scaled to controls: 0 for no effect and ±100 for the full control effect
Tb PGK inh: inhibitors of T. brucei phosphoglycerate kinase; P07378; Potency, µM (highest dose often 57.5 µM), for inactives: at the top dose activity change, negative = inhibition, actives largely listed as inhibitors; AID 602233; PGK/GAPDH coupled, Kinase-Glo luminescence, 60 min; 0.043% of 380,000 active; also: potency is read from the fitted curve at half-maximal effect; % is scaled to controls: 0 for no effect and ±100 for the full control effect; nearly all actives have a fitted effect of over 60% in size
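Luminescent ATP detection (Kinase-Glo Plus) follows a 60-minute room-temperature incubation, with wells lacking PGK as controls. Buffer: 100 mM TEA (pH 7.6), 5 mM MgCl2, 0.01% Tween-20. Coupling enzyme GAPDH (100 nM final) supplies unstable 1,3-BPG in-well.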
APEX1 inh: inhibitors of human APE1 endonuclease. 0.35% of 350,000 active. recombinant APE1, TAMRA/BHQ-2 abasic DNA cleavage fluorescence. Potency, µM (series often up to 65.8 µM), for the others: at the top dose activity change, negative = inhibition, hits mostly inhibitors;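 also: potency is read from the fitted curve at half-maximal effect; plate controls were vehicle for no effect and reference inhibitor for full effect; nearly all actives have a fitted effect of over 55% in size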
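Readout is kinetic fluorescence (ex 525, em 598 nm) from cleavage of 50 nM TAMRA/BHQ-2 THF abasic duplex by 0.75 nM APE1, compound added 15 min beforehand at RT.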
Pol iota inh: DNA polymerase iota (human) inhibition; Potency, µM (top dose mostly 115 µM), for the others: at the highest dose activity, negative = inhibition, most hits filed as inhibitors; Pol iota fluorescent replication assay, 10 min; 1% of 390,000 active; also: potency is read from the fitted curve at half-maximal effect
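Fluorescent replication assay read twice, at 0 min and 10 min after adding 50 nM (final) substrate. Enzyme (10 nM) and compounds were first incubated 15 min at room temperature; enzyme-free buffer wells were negative controls.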
POLB inh: DNA polymerase beta (human) inhibition; P06746; Pol beta primer extension/strand displacement, fluorescence kinetic; Potency, µM (top dose mostly 114 µM), inactives show at the highest dose activity change, negative = inhibition, usual class: inhibitors; 1.3% of 340,000 active; AID 485314; also: potency is read from the fitted curve at half-maximal effect; % is scaled to controls: 0 for no effect and ±100 for the full control effect
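Preincubation: enzyme (10 nM) with compound, 15 min, RT. Reaction: substrate added to 50 nM final. Reads: 0 and 10 min. Analysis: normalized, Hill fit.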
POLH inh: inhibitors of human DNA polymerase eta | Q9Y253 | recombinant Pol eta, fluorescent DNA replication assay | Potency, µM (top dose mostly 114 µM), without a hit: at the highest dose activity change, negative = inhibition, most hits filed as inhibitors | 1.2% of 390,000 active | AID 588591; also: potency is read from the fitted curve at half-maximal effect; % is scaled to controls: 0 for no effect and ±100 for the full control effect
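Pol eta (10 nM) was preincubated with compounds for 15 min at room temperature, after which fluorescent replication substrate (50 nM final) was added to start the reaction. Fluorescence was read kinetically at 0 and 10 min.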
BLM helicase inh: inhibitors of human Bloom syndrome helicase BLM; 0.2% of 350,000 active; Potency, µM (top dose mostly 56.1 µM), for inactives: top-dose activity change, negative = inhibition, most hits filed as inhibitors; recombinant BLM DNA unwinding, fluorescence dequenching;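 also: potency is read from the fitted curve at half-maximal effect; plate controls were vehicle for no effect and no enzyme for full effect; nearly all actives have a fitted effect of over 35% in size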
Target sequence (P54132 whole entry, looked up): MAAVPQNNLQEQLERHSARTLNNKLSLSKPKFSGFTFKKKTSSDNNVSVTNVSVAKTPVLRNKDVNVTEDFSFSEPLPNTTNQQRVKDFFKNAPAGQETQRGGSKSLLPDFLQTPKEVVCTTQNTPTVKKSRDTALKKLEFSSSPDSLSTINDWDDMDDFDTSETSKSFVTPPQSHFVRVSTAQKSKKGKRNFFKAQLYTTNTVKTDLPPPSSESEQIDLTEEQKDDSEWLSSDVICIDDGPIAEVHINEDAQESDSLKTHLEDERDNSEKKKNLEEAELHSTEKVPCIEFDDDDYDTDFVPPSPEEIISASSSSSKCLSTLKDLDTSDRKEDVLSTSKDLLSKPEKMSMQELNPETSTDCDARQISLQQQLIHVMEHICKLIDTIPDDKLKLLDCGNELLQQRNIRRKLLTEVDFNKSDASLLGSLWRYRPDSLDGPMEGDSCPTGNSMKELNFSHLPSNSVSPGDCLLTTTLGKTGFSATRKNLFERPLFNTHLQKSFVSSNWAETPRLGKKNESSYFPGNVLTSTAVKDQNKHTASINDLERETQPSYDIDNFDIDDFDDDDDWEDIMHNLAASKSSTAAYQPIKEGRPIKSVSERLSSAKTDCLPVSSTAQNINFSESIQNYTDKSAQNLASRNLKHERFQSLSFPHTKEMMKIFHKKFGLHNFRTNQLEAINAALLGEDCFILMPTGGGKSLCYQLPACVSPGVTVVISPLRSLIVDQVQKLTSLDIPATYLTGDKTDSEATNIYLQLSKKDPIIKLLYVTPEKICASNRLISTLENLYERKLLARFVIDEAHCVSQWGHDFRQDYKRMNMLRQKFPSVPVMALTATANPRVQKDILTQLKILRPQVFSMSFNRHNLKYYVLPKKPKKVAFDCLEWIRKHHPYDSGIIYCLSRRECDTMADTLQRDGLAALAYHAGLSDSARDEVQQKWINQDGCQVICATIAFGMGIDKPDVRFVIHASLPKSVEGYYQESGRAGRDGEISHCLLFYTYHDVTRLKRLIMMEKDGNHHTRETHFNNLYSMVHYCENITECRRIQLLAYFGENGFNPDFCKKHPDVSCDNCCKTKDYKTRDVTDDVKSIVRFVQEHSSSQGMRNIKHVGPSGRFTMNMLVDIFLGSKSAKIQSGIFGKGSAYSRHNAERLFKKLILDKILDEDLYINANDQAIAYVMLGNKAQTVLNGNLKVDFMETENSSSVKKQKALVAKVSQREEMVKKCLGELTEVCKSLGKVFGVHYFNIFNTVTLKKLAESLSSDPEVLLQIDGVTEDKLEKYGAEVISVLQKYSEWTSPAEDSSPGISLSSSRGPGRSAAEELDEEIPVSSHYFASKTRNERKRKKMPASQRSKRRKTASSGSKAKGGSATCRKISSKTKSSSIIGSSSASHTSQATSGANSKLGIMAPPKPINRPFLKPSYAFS
The depositor's hits bear a star; i = inactive; u = inconclusive; x = no result given; & = joins results of further samples; [ ] = another dose, or the depositor's remark. Unless noted, calls follow the shape of the dose curve; as a rule, active = well fitted curve in the direction sought with a large enough effect; inconclusive = small, poorly fitted or top-dose-only effect, or another doubt; inactive = no such curve, though single readings can be large; an effect the other way counts as inactive or inconclusive.

SMILES	Apoferritin bind	Pol kappa inh	RXFP1 antagonist	Tb PGK inh	APEX1 inh	Pol iota inh	POLB inh	POLH inh	BLM helicase inh
COc1ccc(CNC(=O)C2CCCN(c3nccc(C)n3)C2)cc1 (stereo not drawn)	-3%	-4%	2	5%	19%	16%	-8%	-15%	4%
NC1=NN=C(c2ccc3c(c2)OCCO3)CS1	u	-5%	-6	-5%	3%	44%[activator]	2%	-2%	-2%
CC(C)Oc1ccc(Cn2c(-c3ccco3)n[nH]c2=S)cc1	-3%	-8%	-22	-3%	8%	13%	-18%	5%	-6%
COc1ccc(OCc2nnc(SCC(=O)NNC(=O)c3ccc(C)cc3)n2C)cc1	-1%	-4%	3	-2%	-1%	10%	10%	-6%	2%
CN(C)CCCNc1cc(O)c2ncccc2c1	x	-13%	x	7%	34%&8%	6.3µM*	x	-5%	x
CN(C)S(=O)(=O)c1ccc(N2CCCC2)c(C(=O)NC2CCCCC2)c1	x	5%	0	-3%	13%	-1%	x	-17%	x
COc1ccccc1C1C2=C(CC(C)(C)CC2=O)Nc2nnnn21 (stereo not drawn)	1%	-9%	5	6%	0%	10%	-2%	-15%	3%
Cn1c(=O)oc2cc(S(=O)(=O)N3CCCC(C(=O)N4CCN(c5ccc(Cl)cc5)CC4)C3)ccc21 (stereo not drawn)	8%	-2%	x	-9%	x	29%	11%	-11%	-5%
COc1ccc(S(=O)(=O)Cc2ccc(C(=O)NCc3ccccc3)o2)cc1	-4%	4%	17	0%	42%[activator]	8%	27%	6%	-1%
CC1Cc2ccccc2N1C(=O)CSc1nnc2c(n1)[nH]c1ccc(F)cc12 (stereo not drawn)	-18%	-12%	2	-7%	2%	5%	4%	-13%	-8%
NCCCC[C@@H]1NC(=O)c2cc([N+](=O)[O-])cc(I)c2SC[C@@H](C(=O)NCC(N)=O)NC(=O)CNC1=O	2%	-14%	x	2%	u	u	-2%	-3%	4%
Nc1ccc2nc(CN3CCOCC3)[nH]c2c1	-1%	-7%	1	-2%	2%	-9%	10%	-15%	-1%
CN1/C(=C/C=N/n2cnnc2)C(C)(C)c2ccccc21	-5%	-6%[60.1 µM]	-15	-1%	0%	-2%	5%	5%	-5%
CCc1ccc(C(=O)NNc2ccc(Cl)cc2)cc1	-9%	6%	0	-3%	-2%	23%	u	-2%	-2%
COc1cc(-c2c(C#N)c(N)nc3c2c(C)nn3-c2ccc(C)c(C)c2)cc(OC)c1OC	4%	-30%	5	-2%	u	u	2%	-10%	-18%
COc1ccc2c(c1)CC(C)C/C2=N\NC(=O)c1ccco1 (stereo not drawn)	-12%	2%	-14	7%	5%	77%[activator]	7%	-22%	-3%
N#Cc1ccc(C23CC4(C2)[C@H](CN(Cc2cccnc2)[C@@H]4c2ccccc2)C3c2ccccc2)cc1 (stereo partly drawn)	-1%&-18%	-11%	x	5%	u	5%	10%	-14%	-13%&-5%
CSc1nnc(NC(=O)c2cc(=O)c3cc(C)cc(C)c3o2)s1	41%[activator]	-9%	-7	i	-9%	90%[activator]	-1%	0%	-1%
CC(=O)OC(C(=O)N1CCN(c2ccc(F)cc2)CC1)c1ccccc1 (stereo not drawn)	2%	-10%	5	0%	4%	11%	-25%	4%	-1%
CCN1C(=O)/C(=C/c2cnn(C)c2C)SC1=S	-9%	x	x	x	4%	x	3%	x	-3%
CCNC(=S)Nc1ccc(OCc2nc3ccccc3s2)cc1	-14%	-15%	-3	-1%	-1%	94%[activator]	-28%	-20%	1%
COc1ccc(CN(Cc2ccccn2)S(=O)(=O)c2ccc(-n3cnnn3)c(OC)c2)cc1	-15%	-3%	19	7%	-2%	23%	18%	-7%	-5%
CCSc1nc2c(c(=O)n(C)c(=O)n2C)n1Cc1ccc(Cl)cc1	x	-9%	5	i	x	-14%	x	u	x
CCOC(=O)N1CCN(C(=O)/C(=C/c2cccs2)NC(=O)c2ccc(OC)c(OC)c2)CC1	-7%	5%	-3	7%	-16%	69%[activator]	35%	6%	-4%
CC(=O)N1c2ccc(S(=O)(=O)NCCC(=O)NCCc3ccc(C)cc3)cc2CC1C (stereo not drawn)	-7%	-7%	5	-2%	5%	8%	52%	-6%	-1%

Complete entries from above. Values in the order: Apoferritin bind	Pol kappa inh	RXFP1 antagonist	Tb PGK inh	APEX1 inh	Pol iota inh	POLB inh	POLH inh	BLM helicase inh
Listed for NCCCC[C@@H]1NC(=O)c2cc([N+](=O)[O-])cc(I)c2SC[C@@H](C(=O)NCC(N)=O)NC(=O)CNC1=O → 2%	-14%	x	2%	u	u	-2%	-3%	4%
Listed for COc1ccc(S(=O)(=O)Cc2ccc(C(=O)NCc3ccccc3)o2)cc1 → -4%	4%	17	0%	42%[activator]	8%	27%	6%	-1%
Listed for CCN1C(=O)/C(=C/c2cnn(C)c2C)SC1=S → -9%	x	x	x	4%	x	3%	x	-3%
Listed for CCSc1nc2c(c(=O)n(C)c(=O)n2C)n1Cc1ccc(Cl)cc1 → x	-9%	5	i	x	-14%	x	u	x
Listed for COc1ccc2c(c1)CC(C)C/C2=N\NC(=O)c1ccco1 (stereo not drawn) → -12%	2%	-14	7%	5%	77%[activator]	7%	-22%	-3%

2 entries from above, with values under each structure:
Values run as follows: Apoferritin bind	Pol kappa inh	RXFP1 antagonist	Tb PGK inh	APEX1 inh	Pol iota inh	POLB inh	POLH inh	BLM helicase inh
CCOC(=O)N1CCN(C(=O)/C(=C/c2cccs2)NC(=O)c2ccc(OC)c(OC)c2)CC1
 : -7%	5%	-3	7%	-16%	69%[activator]	35%	6%	-4%
CCNC(=S)Nc1ccc(OCc2nc3ccccc3s2)cc1
 : -14%	-15%	-3	-1%	-1%	94%[activator]	-28%	-20%	1%

(listing goes on)
SMILES	Apoferritin bind	Pol kappa inh	RXFP1 antagonist	Tb PGK inh	APEX1 inh	Pol iota inh	POLB inh	POLH inh	BLM helicase inh
Cc1cc(NC(=O)c2ccc(COc3ccccc3Cl)o2)no1	-9%	1%	11	-9%	24%	-7%	48%	0%	-4%
CNc1nc(C)nc(-c2ccccc2O)n1	-6%	5%	x	-4%	-1%	13%	18%	-19%	3%
CCOC(=O)C1=C(Cn2cnc3ccccc32)NC(=O)NC1c1cc(C)ccc1C (stereo not drawn)	u	-8%	-8	x	-3%	0%	-3%	-10%	4%
COc1ccc(C(=O)NCC(c2ccco2)N2CCc3ccccc32)c(OC)c1 (stereo not drawn)	x	-19%	-21	1%	-14%	20%	x	-26%	x
CCc1[nH]c(=O)c(C#N)c2c1CCCC2	11%	-13%	8	-1%	-1%	-11%	-24%	-9%	6%
Cc1oc2cc([N+](=O)[O-])c(O)c([N+](=O)[O-])c2c1C(=O)c1ccc(Br)cc1	-10%	1%	2	-21%	u	15%	u	u	-1%
COc1cc(NC(=O)c2ccc(Cl)cc2)c(OC)cc1NC(=O)CN1CCOCC1	-9%	-4%	-9	2%	-4%	5%	2%	-15%	-1%
COc1ccc(OC)c(-c2csc(NC(=O)CSc3ccc(Br)cc3)n2)c1	-11%	-2%	-19	1%	-1%	7%	12%	-23%	-11%
C=CC[n+]1c(-c2ccc(OC)cc2)csc1NNC(=O)Nc1ccccc1	-23%	-8%	-5	x	10%	-22%	2%	-12%	-10%
COc1ccccc1C(=O)NC1(C(F)(F)F)C(=O)Nc2c1c(=O)[nH]c(=O)n2CCc1ccccc1 (stereo not drawn)	-12%	-10%	x	i	x	5%	-18%	-9%	-2%
CCOC(=O)c1ccc(NC(=O)Cc2cccs2)cc1	-9%	-5%	-4	-2%	12%	-7%	2%	-5%	-9%
N#Cc1ccc(CSc2nnc(-c3cccc(S(=O)(=O)N4CCCCC4)c3)o2)cc1	7%	-15%	-5	5%	-3%	19%	-15%	-27%	1%
CCCCNC(=O)C(C#N)c1nc2ccccc2nc1N1CCN(c2ccccc2F)CC1 (stereo not drawn)	2%	-6%	2	-10%	8%	13%	22%	-22%	-11%
CC1CC(=Cc2ccc(N)cc2)C(=O)O1 (stereo not drawn)	x	1%	-3	1%	x	59%[activator]	x	-15%	x
COc1ccc(CCNC(=O)CCCn2c(=O)c3ccccc3n(Cc3ccccc3C)c2=O)cc1OC	2%	-11%	x	3%	x	29%	7%	-13%	0%
CC1CCC(NC(=O)c2cc3c(s2)CS(=O)(=O)C3)CC1 (stereo not drawn)	-9%	6%	-7	-3%	0%	17%	1%	-7%	-12%
CCN(CC)c1ccc(NC(=O)CCCCC(=O)Nc2ccc(N(CC)CC)cc2)cc1	x	1%	-9	-3%	x	5%	x	-2%	x
CCC(C(=O)Nc1ccc(C(=O)Nc2ccccc2C(=O)O)cc1)c1ccccc1 (stereo not drawn)	-6%	-8%	-20	-7%	-9%	1%	-1%	11%	3%
O=C(Nc1ccc2c(c1)CCC2)c1cnn2c1NC(c1ccco1)CC2C(F)(F)F (stereo not drawn)	2%	-14%	-7	-4%	4%	-8%	9%	-10%	-8%
CC(C)(C)c1ccc(C(=O)N/C(=C\c2ccco2)C(=O)O)cc1	-8%	1%	-23	i	-7%	41%[activator]	u	-15%	-2%
O=C(Cc1ccc(NC(=O)N2CCSc3ncccc32)cc1)NCc1ccccc1Cl	0%	-6%[60.1 µM]	-6	-13%	x	1%	-1%	-8%	3%
O=C(C1CCCCC1)N1CCN(c2nc(-c3ccc(F)cc3)cs2)CC1	-12%	-2%	-25	-8%	-7%	-32%	34%	-9%	-6%

Reformatted: entries from further up
Screens in order – Apoferritin bind, Pol kappa inh, RXFP1 antagonist, Tb PGK inh, APEX1 inh, Pol iota inh, POLB inh, POLH inh, BLM helicase inh
> Cc1oc2cc([N+](=O)[O-])c(O)c([N+](=O)[O-])c2c1C(=O)c1ccc(Br)cc1
 : -10%, 1%, 2, -21%, u, 15%, u, u, -1%
> C=CC[n+]1c(-c2ccc(OC)cc2)csc1NNC(=O)Nc1ccccc1
 : -23%, -8%, -5, x, 10%, -22%, 2%, -12%, -10%
> CCN(CC)c1ccc(NC(=O)CCCCC(=O)Nc2ccc(N(CC)CC)cc2)cc1
 : x, 1%, -9, -3%, x, 5%, x, -2%, x
> CNc1nc(C)nc(-c2ccccc2O)n1
 : -6%, 5%, x, -4%, -1%, 13%, 18%, -19%, 3%

A portion of the library (hit frequency here may not be typical).
